Source: PubChem (Sanford-Burnham Center for Chemical Genomics)
EBI2 block = blocks human EBI2 receptor beta-arrestin signaling; P32249; EBI2 beta-arrestin recruitment, luminescence, 7a,25-OHC stimulated; inhibition, % at 5 µM; hit rate 0.81% among 360,000; AID 651636; in the data active = inhibition above about 38%;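 also: enzyme fragment complementation signal reports receptor beta-arrestin coupling in cells; 0% = agonist plus DMSO wells and 100% = wells without agonist; some results beyond the cut were filed as inactive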
Target sequence (P32249 whole entry, looked up, the tested form may be a part): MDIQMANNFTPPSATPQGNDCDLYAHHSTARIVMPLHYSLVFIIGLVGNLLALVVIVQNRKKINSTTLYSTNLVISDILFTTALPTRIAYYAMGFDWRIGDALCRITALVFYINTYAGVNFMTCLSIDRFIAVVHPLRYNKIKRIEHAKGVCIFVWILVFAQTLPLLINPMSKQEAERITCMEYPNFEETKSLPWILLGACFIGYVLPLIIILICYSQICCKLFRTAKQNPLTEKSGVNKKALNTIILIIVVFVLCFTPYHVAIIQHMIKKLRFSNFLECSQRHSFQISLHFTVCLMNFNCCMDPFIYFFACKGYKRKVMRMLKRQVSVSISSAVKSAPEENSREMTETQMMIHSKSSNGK
GRIN3A LBD mod = modulators (binders) of human NR3A ligand-binding domain | Tm shift relative to glycine control, % at 25 µM | hit rate 2.5% among 340,000 | NR3A LBD differential scanning fluorimetry, Tm shift; 0% = protein alone, 100% = glycine-bound protein;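 active = melting temperature shift of at least 10% of the positive control shift, at one fixed dose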
CCR6 antagonist = blocks CCL20-driven beta-arrestin recruitment at human CCR6 | CHO-K1 CCR6 PathHunter beta-arrestin, luminescence, CCL20-stimulated | inhibition, % at 20 µM | P51684 | AID 493098 | hit rate 0.49% among 340,000;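 active = compounds whose inhibition of the agonist-driven luminescence signal at 20 µM reaches about 50%, limit read from the data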;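 also: cells stimulated with CCL20 at 14 nM final; plate controls were DMSO with CCL20 for no effect and DMSO without agonist for full effect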
CXCR6 inh = blocks human CXCR6 beta-arrestin recruitment | O00574 | CHO-K1 PathHunter CXCR6 beta-arrestin, luminescence | inhibition, % at 20 µM | hit rate 0.36% among 360,000 | AID 602244; in the data active = inhibition above about 34%, passing the limit was not always enough;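 also: antagonist mode with CXCL16 agonist at 10 nM final; 0% = 10 nM CXCL16 with DMSO and 100% = unstimulated wells without agonist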
MPTP block = permeability transition pore inhibition. isolated mouse mitochondria, Ca2+ swelling absorbance, 30 min. inhibition, % at 10 µM. hit rate 1.4% among 360,000. AID 602449;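 active = inhibition of 50% or more, scaled per plate between neutral and stimulator controls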;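 also: 0% = DMSO wells given calcium and 100% = 1 mM EGTA wells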
A3G deaminase = inhibitors of human APOBEC3G DNA deaminase; hit rate 0.28% among 330,000; AID 493012; inhibition, % at 20 µM; recombinant A3G, ssDNA deamination FAM/TAMRA fluorescence;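 active = inhibition of at least 40% at 20 µM, with no more than 30% in the related APOBEC3A deaminase screen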;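 also: plate controls were DMSO wells with A3G for no effect and wells lacking A3G enzyme for full effect; some compounds called inactive have numbers as strong as hits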
Target sequence (Q9HC16 whole entry, looked up): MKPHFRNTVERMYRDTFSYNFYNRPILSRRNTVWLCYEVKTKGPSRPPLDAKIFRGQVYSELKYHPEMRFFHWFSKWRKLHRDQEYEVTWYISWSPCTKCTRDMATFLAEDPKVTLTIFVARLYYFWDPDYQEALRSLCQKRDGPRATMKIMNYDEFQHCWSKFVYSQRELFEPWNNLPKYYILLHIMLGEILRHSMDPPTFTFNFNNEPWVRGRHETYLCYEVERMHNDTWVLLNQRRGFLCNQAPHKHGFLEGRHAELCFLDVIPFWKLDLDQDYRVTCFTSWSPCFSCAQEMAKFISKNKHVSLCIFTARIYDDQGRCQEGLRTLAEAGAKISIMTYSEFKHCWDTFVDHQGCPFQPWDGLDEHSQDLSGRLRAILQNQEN
Gli-Sufu antag = Gli-Sufu pathway antagonism. Sufu-KO-LIGHT fibroblasts, Gli luciferase reporter luminescence. inhibition, % at 5 µM. hit rate 0.74% among 340,000. AID 588413;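 active = inhibition above about 55%, limit read from the data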;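 also: 0% = DMSO-treated cells and 100% = wells with medium but no cells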
A3A deaminase = blocks human APOBEC3A ssDNA deamination. recombinant A3A, FAM/TAMRA ssDNA deamination fluorescence. inhibition, % at 20 µM. hit rate 0.41% among 330,000;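 active = at least 40% inhibition at 20 µM here, with at most 30% in a related deaminase screen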;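 also: plate controls were A3A with DMSO for no effect and wells lacking A3A enzyme for full effect; some results filed as inactive read as strong as hits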
Target sequence (P31941 whole entry, looked up): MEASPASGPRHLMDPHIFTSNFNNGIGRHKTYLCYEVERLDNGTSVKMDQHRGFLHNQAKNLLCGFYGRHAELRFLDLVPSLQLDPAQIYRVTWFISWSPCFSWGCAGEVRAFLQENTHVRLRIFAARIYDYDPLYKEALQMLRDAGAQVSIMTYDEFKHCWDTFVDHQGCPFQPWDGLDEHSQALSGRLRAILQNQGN
* marks the source's active call; other numbers are inactive results; · = not tested or not shown; & = joins results of further samples.

no.	molecule	EBI2 block	GRIN3A LBD mod	CCR6 antagonist	CXCR6 inh
1	O=C(COC(=O)C1COc2ccccc2O1)NC(=O)NC1CCCCC1 (stereo not given)	-3	3	26	2
2	O=C(CCCOc1ccccc1)Nc1cccc(S(=O)(=O)N2CCCCCC2)c1	11	-5	18	-3
3	COc1cc(Nc2ccccn2)cc(C(=O)Nc2cccc(C(F)(F)F)c2)c1	11&22	21*	8	-11&3
4	CCN(CC)S(=O)(=O)c1ccc(N2CCCCC2)c(C(=O)Nc2ccccc2N2CCOCC2)c1	10	1	4	16
5	CCOc1ccc(CCNC(=O)CCNC(=O)c2ccccc2Cl)cc1OCC	-3	-2	6	0
6	CC(C)(C)c1ccc(C(=O)Nc2cccc3ncccc23)cc1	10	0	-1	-3
7	Cc1ccc(NC(=O)CNCc2ccccc2)c(Br)c1	3	0	3	10
8	COC(=O)c1ccc(CN2C(=O)c3ccccc3S2(=O)=O)cc1	5	0	8	-2
9	COc1cc(OC)cc(C(=O)NNC(=S)Nc2ccccc2OC)c1	5	-33	20	1
10	Cc1ccccc1C(=O)OCC(=O)N(C)c1c(N)n(Cc2ccccc2)c(=O)[nH]c1=O	-4	2	8	6
11	COc1ccc(O)c(/C=C2/SC(=S)N(Cc3ccccc3)C2=O)c1	-18	16*	24	14
12	COc1ccc(NC(=O)C2CCCN2S(=O)(=O)c2cccs2)c([N+](=O)[O-])c1 (stereo not given)	-9	0	-3	-3

no.	MPTP block	A3G deaminase	Gli-Sufu antag	A3A deaminase
1	-4.2	-1	0	2
2	1.1	-1	10	3
3	15&11	-16	-3	-5
4	-2.6	-3	6	-2
5	-0.3	-3	7	6
6	0.6	-5	0	10
7	3.5	-8	-22	4
8	-1.2	-7	0	1
9	-0.9	-3	16	-3
10	0.5	-5	-6	-4
11	1.8	16	-7	-1
12	-1.3	-9	-4	-1

Results in A3G deaminase and MPTP block (4 entries from above):
item | molecule | A3G deaminase | MPTP block
7 | Cc1ccc(NC(=O)CNCc2ccccc2)c(Br)c1 | -8 | 3.5
8 | COC(=O)c1ccc(CN2C(=O)c3ccccc3S2(=O)=O)cc1 | -7 | -1.2
9 | COc1cc(OC)cc(C(=O)NNC(=S)Nc2ccccc2OC)c1 | -3 | -0.9
10 | Cc1ccccc1C(=O)OCC(=O)N(C)c1c(N)n(Cc2ccccc2)c(=O)[nH]c1=O | -5 | 0.5

(list continues)
no.	molecule	EBI2 block	GRIN3A LBD mod	CCR6 antagonist	CXCR6 inh
13	CN1CCN(C(=O)c2ccc3c(c2)N(C)C(=O)/C(=C/c2cccc(Cl)c2)S3)CC1	5	-2	15	6
14	Cc1cc(C)cc(C(=O)Nc2ccc(N3CCCC3)cc2)c1	1	0	9	3
15	COC(=O)[C@H](CC(C)C)NC(=O)NCCC1=CCCCC1	-1	1	1	3
16	CC(C)(C)c1ccccc1OCCOCCSc1ncccn1	-11	2	17	0
17	COCCNC(=O)Cn1nc(C)c([N+](=O)[O-])c1C	-9	-1	6	3
18	CC(=O)N1CCc2ccccc2C1CC(=O)O (stereo not given)	-4	-2	-2	-2
19	COc1ccc(C2(C)NC(=O)N(CC(=O)Nc3ccc(C)cc3Br)C2=O)cc1OC (stereo not given)	-3	1	12	-3
20	CCOC(=O)CCc1c(C)nc2cc(C3CCCN(C(=O)OC(C)(C)C)C3)[nH]n2c1=O (stereo not given)	0	1	1	5
21	COc1ccc(N(C(=O)c2ccccc2)S(=O)(=O)c2cccs2)cc1	-15	-3	16	10
22	COc1cc(/C=C/C(=O)OCC(=O)NC(C)c2ccccc2)cc(OC)c1OC (stereo not given)	6	0	8	-2
23	Nc1nnc(CCc2ccccc2)s1	4	0	-1	-6
24	C[C@H]1CN([C@@H](C)CO)C(=O)c2cc(NS(=O)(=O)c3ccc(Cl)cc3)ccc2O[C@@H]1CN(C)CC1CCCCC1	10	-1	5	-4

no.	MPTP block	A3G deaminase	Gli-Sufu antag	A3A deaminase
13	-2.6	-4	4	-2
14	2.3	-7	-90	-4
15	1.5	3	1	0
16	0.5	-6	12	-2
17	0.1	0	-1	3
18	-1.3	-9	7	0
19	-2.7	5	0	-1
20	0.0	0	1	1
21	-1.2	-6	2	-2
22	0.9	2	1	4
23	1.8	-3	-6	-2
24	0.2	-4	-6	-3

Some of the entries so far, bar-delimited.
cpd | compound | EBI2 block | GRIN3A LBD mod | CCR6 antagonist | CXCR6 inh | MPTP block | A3G deaminase | Gli-Sufu antag | A3A deaminase
17 | COCCNC(=O)Cn1nc(C)c([N+](=O)[O-])c1C | -9 | -1 | 6 | 3 | 0.1 | 0 | -1 | 3
23 | Nc1nnc(CCc2ccccc2)s1 | 4 | 0 | -1 | -6 | 1.8 | -3 | -6 | -2
13 | CN1CCN(C(=O)c2ccc3c(c2)N(C)C(=O)/C(=C/c2cccc(Cl)c2)S3)CC1 | 5 | -2 | 15 | 6 | -2.6 | -4 | 4 | -2

Complete entries, looked up by structure:
Listed for CC(C)(C)c1ccccc1OCCOCCSc1ncccn1 → EBI2 block: -11; GRIN3A LBD mod: 2; CCR6 antagonist: 17; CXCR6 inh: 0; MPTP block: 0.5; A3G deaminase: -6; Gli-Sufu antag: 12; A3A deaminase: -2
Listed for CCOC(=O)CCc1c(C)nc2cc(C3CCCN(C(=O)OC(C)(C)C)C3)[nH]n2c1=O (stereo not given) → EBI2 block: 0; GRIN3A LBD mod: 1; CCR6 antagonist: 1; CXCR6 inh: 5; MPTP block: 0.0; A3G deaminase: 0; Gli-Sufu antag: 1; A3A deaminase: 1

Carrying on:
no.	molecule	EBI2 block	GRIN3A LBD mod	CCR6 antagonist	CXCR6 inh
25	c1ccc(-c2c[n+]3c(n2-c2ccccc2)SCC3)cc1	-9	5	5	-6
26	O=c1[nH]c(C2CCN(S(=O)(=O)c3ccccc3)CC2)nc2c1nnn2Cc1ccc2c(c1)OCCO2	12	-5	12	-5
27	O=C(N/C=C/c1ccco1)Nc1cccc(Cl)c1	1	3	-11	-8
28	O=C(c1ccc(S(=O)(=O)Cc2ccccc2Cl)c([N+](=O)[O-])c1)N1CCOCC1	-3	2	-28	-21
29	COc1ccc(C2OC(=O)CC2C(=O)N2CCN(c3cc(Cl)ccc3C)CC2)cc1OC (stereo not given)	6	-5	14	4
30	CCN(CC)CC#CC(C)(C)OC(C)=O	-3	1	-10	8
31	CCCCOC(=O)Cn1c(=O)n(CC(=O)OCCCC)c2ccccc21	9	-5	6	2
32	COc1ccc(OCC(=O)N/N=C/c2ccc(N(C)C)cc2)cc1	0	-12	3	-3
33	Cc1ccc(-c2csc(NC(=O)C3CCN(S(=O)(=O)c4cccs4)CC3)n2)cc1	27	1	1	1
34	Cc1ccc(/C=C/C(=O)NCCc2ccccc2)o1	6	0	83*	7
35	CC(C)=CCC1=C(OCC(=O)O)C(=O)c2ccccc2C1=O	-3	0	-8	-3
36	O=C(O)c1ccc(COc2ccc(Cl)cc2)o1	-1	5	4	0

no.	MPTP block	A3G deaminase	Gli-Sufu antag	A3A deaminase
25	2.8	-3	59*	0
26	-0.1	-4	-26	0
27	4.9	-1	-1	9
28	1.0	-11	-7	-5
29	-0.6	-2	-1	-2
30	-1.3	-3	4	6
31	-1.5	-8	-13	-5
32	0.3	-2	-23	-2
33	12	-6	2	1
34	-0.1	8	1	4
35	0.0	7	3	2
36	-2.1	3	-25	12

(continued)
no.	molecule	EBI2 block	GRIN3A LBD mod	CCR6 antagonist	CXCR6 inh
37	C/C(=N\NC(=O)CNC(=O)c1cccc(F)c1)c1ccc2ccccc2c1	13	0	10	0
38	COc1ccc(S(=O)(=O)N2CCOCC2)cc1NC(=O)C1CCCCN1S(=O)(=O)c1ccccc1 (stereo not given)	-17	0	10	-2
39	O=C(O)CCCCn1c(SCc2ccccc2Cl)nc2ccsc2c1=O	2	-4	17	6
40	CCn1cc(C(=O)NCc2ccco2)c(=O)c2ccc(C)nc21	0	-1	11	-3
41	COc1ccc(C(C)=O)cc1CSc1ccc2c(c1)OCCO2	15	1	3	2
42	CCOC(=O)CSc1nc2sc3c(c2c(=O)n1-c1ccc(OC)cc1)CCN(C)C3	1	-1	12	1
43	Cc1ccc(OCc2nnc(SCC(=O)N3CCc4ccccc43)n2C)cc1	3	-2	6	-4
44	COC(=O)c1ccc(CSc2ncnc3c2sc2nc(N4CCOCC4)c4c(c23)CCCC4)o1	30	8	12	13
45	COc1ccc(C(=O)N2CCCC(CNC(=O)c3ccccc3Cl)C2)o1 (stereo not given)	-15	0	-5	3
46	O=C(COC(=O)c1ccco1)Nc1ccc2[nH]c(=O)[nH]c2c1	-3	1	4	-5
47	Cc1cccc(NC(=O)N2CCCC2C(=O)NCc2cccs2)c1 (stereo not given)	1	0	-6	-6
48	COc1ccc(NC(=O)c2sc3nc(-c4cccnc4)ccc3c2N)cc1	13	8	10	-1

no.	MPTP block	A3G deaminase	Gli-Sufu antag	A3A deaminase
37	-1.2	-8	2	0
38	0.8	·	0	·
39	0.0	·	2	·
40	-0.3	-3	10	3
41	-0.8	0	-14	0
42	0.4	-4	11	-3
43	2.0	-4	3	-2
44	2.3	5	12	16
45	-1.1	-4	0	-6
46	-0.5	-3	-3	0
47	-3.4	-7	-17	-5
48	2.4	8	5	1

New compounds follow
no.	molecule	EBI2 block	GRIN3A LBD mod	CCR6 antagonist	CXCR6 inh
49	CCC(C)(C)NC(=O)C(c1ccc(OC)cc1)N(Cc1ccco1)C(=O)CCC(=O)Nc1cc(C)on1 (stereo not given)	-6	-4	3	-7
50	COc1ccc(N2CCN(C(=O)C3CC(O)CN3S(=O)(=O)c3ccc([N+](=O)[O-])cc3)CC2)cc1 (stereo not given)	-32	-1	-29	1
51	CCOC(=O)c1cnc(SCC(=O)N2CCOCC2)nc1N	5	2	-9	4
52	O=C(NC12CC3CC(CC(C3)C1)C2)c1ccc(N2CCNCC2)c([N+](=O)[O-])c1	-7	1	16	-4
53	O=C(c1ccc([N+](=O)[O-])cc1)N1CCSC1c1cccc(Cl)c1 (stereo not given)	13	-1	0	12
54	CC(=O)NC(Cc1ccccc1F)C(=O)NC1CCN(S(=O)(=O)c2ccccc2)CC1 (stereo not given)	7	-1	-12	-3
55	Cc1nn(C)cc1/C=N\NC(=O)c1ccc2c(c1)c(C)c(C)n2Cc1ccccc1	4	-30	8	-4
56	CC(=O)Nc1ccc(NC(=O)CSc2cn(CC(=O)N3CCOCC3)c3ccccc23)cc1	-2	2	-6	-2

no.	MPTP block	A3G deaminase	Gli-Sufu antag	A3A deaminase
49	5.1	-2	-11	-2
50	-1.0	-5	-2	-1
51	0.3	-6	-10	-1
52	-2.4	-4	17	-1
53	-0.8	-2	39	-2
54	-0.5	-6	-20	-3
55	-2.1	-8	-4	-6
56	-0.8	-1	-11	-2
